HT1080 IDH1KD tx: toxicity to HT-1080 IDH1 knockdown cells (counter line). HT-1080 IDH1 knockdown viability, ATP luminescence, 48 h. Potency, µM (doses to about 46.1 µM), for the others: at the highest dose activity, negative = toxicity, hits mostly cytotoxic. 360,000 tested, 2% active;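 also: potency is read from the fitted curve at half-maximal effect; 0% = DMSO wells and -100% = cell-free medium wells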
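Using the IDH1-knockdown HT-1080 line run in the same batch and compound series as the NT line, viability after 48 h at 37 °C was determined by CellTiter-Glo luminescence and expressed as % activity.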
IL-1B inflam inh: inflammasome signaling inhibition, IL-1 beta readout | activity change, % at 57.5 µM | THP-1 LPS/ATP IL-1B secretion, AlphaLISA, 16 h; stronger effect = lower value | 360,000 tested, 4.7% active; in the data active = activity change below about -50%; inconclusive = mostly about -30% to -49%; also: % is scaled to controls: 0 for no effect and ±100 for the full control effect
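THP-1 cells pretreated 1 hr with compounds (up to 57.5 uM final), then stimulated with LPS (250 ng/mL final) plus ATP (1.25 mM final); secreted IL-1B measured by AlphaLISA after 16 hr, decreased signal indicating inhibition.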
SW480 rereplic: DNA re-replication induction in SW480 cells; SW480 DNA re-replication, Hoechst DNA content imaging, 48 h; Potency, µM (titrated, usually from 46.1 µM), for inactives: at the highest dose re-replication activation, actives largely listed as activators; 340,000 tested, 1.8% active; also: potency is read from the fitted curve at half-maximal effect; % of control where 0% means no effect; nearly all actives have a fitted effect of over 55% in size
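Per well, 250 cells were exposed to pinned compound for 48 hr. Nuclear DNA was visualised with Hoechst (40 min, 37 C) and total object intensity recorded by fluorescence scanning.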
HEK293 tox: cytotoxic in the GLP-1 receptor inverse agonist counter-screen; HEK293 cAMP-luciferase reporter cells, luminescence, 24 h; Potency, µM (highest dose often 38.3 µM), for the others: at the top dose activity change, negative = inhibition, hits mostly inhibitors; 410,000 tested, 0.13% active;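 also: loss of luciferase light is scored as toxicity; potency is read from the fitted curve at half-maximal effect; % is scaled to controls: 0 for no effect and ±100 for the full control effect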
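Here, cytotoxicity is scored as loss of luminescence. The MLSMR collection was tested on cells seeded in medium containing 10% Nu serum, with a 24 hr compound exposure preceded by 12 hours of culture.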
MCF10A rereplic: induces DNA re-replication in MCF 10a normal breast cells; MCF 10A DNA re-replication, Hoechst nuclear intensity, 48 h; Potency, µM (top dose mostly 46.1 µM), without a hit: top-dose activity, positive = re-replication, usual class: activators; 350,000 tested, 2.9% active; also: potency is read from the fitted curve at half-maximal effect; % of control where 0% means no effect; nearly all actives have a fitted effect of over 50% in size
D3 ag: D3 dopamine receptor (human) agonism | P35462 | D3R DiscoveRx beta-arrestin cells, luminescence, 90 min | max activation, % | 410,000 tested, 0.58% active; in the data active = max activation above about 30%; also: 0% is about no effect; mostly tested at two doses, the higher about 12 µM
Target sequence (P35462 whole entry, looked up): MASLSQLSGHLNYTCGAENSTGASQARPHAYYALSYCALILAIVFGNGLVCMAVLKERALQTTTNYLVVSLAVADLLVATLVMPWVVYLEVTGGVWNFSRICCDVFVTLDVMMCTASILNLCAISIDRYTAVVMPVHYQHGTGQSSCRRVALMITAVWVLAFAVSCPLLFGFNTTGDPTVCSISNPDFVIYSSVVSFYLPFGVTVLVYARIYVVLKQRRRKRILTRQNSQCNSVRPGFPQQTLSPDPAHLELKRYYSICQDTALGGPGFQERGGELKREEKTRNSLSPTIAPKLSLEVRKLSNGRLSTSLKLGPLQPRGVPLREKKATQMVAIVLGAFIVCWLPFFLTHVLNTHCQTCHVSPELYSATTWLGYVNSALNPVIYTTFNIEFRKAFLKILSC
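Agonist mode: compounds and dopamine controls were applied to plated cells for 90 min at 37 degrees C after an overnight attachment at 1500 cells/well. Luminescent read-out followed 30 - 60 minutes at room temperature with DiscoveRx detection reagent.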
KB-3-1 cytotox: kills parental KB-3-1 adenocarcinoma cells | KB-3-1 viability, CellTiter-Glo ATP luminescence, 72 h | Potency, µM (series often up to 46.1 µM), inactives show top-dose activity change, negative = cytotoxic, usual class: cytotoxic | 400,000 tested, 1.4% active; also: potency is read from the fitted curve at half-maximal effect; % is scaled to controls: 0 for no effect and ±100 for the full control effect; nearly all actives have a fitted effect of over 60% in size
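Luminescent ATP read-out (CellTiter-Glo) measures survival of drug-naive KB-3-1 cells after 72 h compound exposure at 37 °C. Titration series was screened from lowest to highest concentration, with DMSO vehicle plates as background controls.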
HT1080-NT tox: kills 2HG-producing HT-1080-NT fibrosarcoma cells. HT-1080-NT fibrosarcoma viability, CellTiter-Glo ATP luminescence, 48 h. Potency, µM (highest dose often 46.1 µM), inactives show top-dose activity, negative = less viability, actives largely listed as cytotoxic. 360,000 tested, 1.6% active;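 also: NT is the 2HG producing partner of a matched IDH1 knockdown line; potency is read from the fitted curve at half-maximal effect; 0% = DMSO-treated cells and -100% = media-only wells without cells; nearly all actives have a fitted effect of over 55% in size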
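Compounds were tested in concentration-response format on HT-1080-NT cells for 48 hours at 37 degrees C. Cell viability came from CellTiter-Glo luminescence; curves were classified by r2, response magnitude and activity.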
KB-V1 MDR tox: KB-V1 MDR subline cytotoxicity. KB-V1 MDR cells viability, CellTiter-Glo, 72 h. Potency, µM (titrated, usually from 46.1 µM), without a hit: top-dose activity change, negative = cytotoxicity, hits mostly cytotoxic. 400,000 tested, 3.4% active; also: potency is read from the fitted curve at half-maximal effect; % is scaled to controls: 0 for no effect and ±100 for the full control effect; nearly all actives have a fitted effect of over 60% in size
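KB-V1 MDR subline cells in DMEM (phenol-red free, 10% FBS) exposed to compounds in qHTS concentration series for 72 h at 37 degrees C. Viability read by CellTiter-Glo luminescence; concentration-effect curves fitted after normalization and correction.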
Numbers without * were called inactive; i = inactive; ? = inconclusive; / = no result given; & = joins results of further samples; [ ] = remark or other dose. Unless noted, calls follow the shape of the dose curve; as a rule, active = well fitted curve in the direction sought with a large enough effect; inconclusive = small, poorly fitted or top-dose-only effect, or another doubt; inactive = no such curve, though single readings can be large; an effect the other way counts as inactive or inconclusive.

SMILES | HT1080 IDH1KD tx | IL-1B inflam inh | SW480 rereplic | HEK293 tox | MCF10A rereplic | D3 ag | KB-3-1 cytotox | HT1080-NT tox | KB-V1 MDR tox
Cc1ccc(Cl)cc1NC(=O)CCCN1C(=O)c2cccnc2C1=O | -2% | 30 | -1% | 6% | 7% | -1 | 8% | 2% | 8%
Cc1ccc(NC(=O)c2ncn(CCCNCCCN3CCCC3=O)n2)cc1C | -2% | -8 | -7%[9.22 µM] | -4% | -32%[inhibitor] | -3 | -5% | -2% | 10%
Cc1cc2nc(C(F)(F)F)cc(-c3cccs3)n2n1 | 18% | ? | -19% | 17% | 0.92µM* | 7 | 0% | 11% | 8%
Cc1cc(-c2ccccc2)nc2cc(C(=O)N(Cc3ccccc3)Cc3ccccc3)nn12 | 16µM* | -16 | ? | -23% | ? | 15 | ? | ? | ?
Cc1ccc(Cc2c(C)[nH]c(=S)[nH]c2=O)cc1 | -2% | 3 | 0%[9.22 µM] | 14% | 0% | -4 | -6% | -3% | -6%
CCC(NC(=O)NCc1ccc2c(c1)OCO2)(C(F)(F)F)C(F)(F)F | -17% | 0 | -3% | -9% | 5% | -2 | -3% | -5% | -8%
COC(=O)C(C)N1C(=O)S/C(=C/c2cc(C)n(-c3ccccn3)c2C)C1=O (stereo not drawn) | 1% | 26 | 0% | -19% | 0% | 1 | -11% | 2% | 12%
Cn1c(=O)c2[nH]c(CCCC(=O)O)nc2n(Cc2ccccc2)c1=S | / | / | ? | / | 4% | / | 0% | / | 1%
COc1ccc(-c2nc3ccc(C)cn3c2Cc2cccc(Cl)c2)cc1OC | 18µM* | 0 | / | -19% | / | 4 | -5% | ? | ?
Cc1ccc(-n2nc(C(=O)O)c(C)c(C#N)c2=O)cc1Cl | 10% | 27 | 0% | -2% | -12% | 2 | 15% | -14% | 20%
Cc1ccc(S(=O)(=O)N2CCN(C(=O)C3CCN(C(=O)c4ccc(F)cc4)CC3)CC2)c(C)c1 | -14% | -7 | -24% | -25% | 15% | 0 | ? | -15% | ?
Cc1cccn2c(=O)c3cc(C(=O)NC4CCCC4)c(=N)n(CCCN4CCOCC4)c3nc12 | ? | 30 | 1.5µM* | 395%[activator] | 99% | 2 | -6% | -29% | -16%
Cc1cc(C(F)(F)F)nn1CCCNC(=O)c1cnccn1 | 2% | 57 | -3% | 1% | 3% | -11 | 2% | 10% | -22%
COc1cc(-c2[nH]ncc2CN2CCc3sccc3C2)cc(OC)c1OC | 2% | 42 | -7% | -8% | 12% | 0 | ? | 0% | 5%
Cc1ccc(-c2n[nH]c(=O)c3ccccc23)cc1S(=O)(=O)Nc1ccccc1 | 21µM* | -8 | 1% | -19% | ? | 1 | ? | 26µM* | 21µM*
CCc1cccc(NC(=O)CNC(=O)N2CC(=O)Nc3ccccc32)c1 | 10% | 10 | 12% | -14% | 8% | -2 | 1% | 0% | 16%
CCN(CC)c1ccc(/C=N/N2CCN(Cc3ccccc3)CC2)c(O)c1 | 3% | -23 | 6% | 2% | ? | -13 | -2% | -1% | 1%
O=C(CCS(=O)(=O)c1ccccc1)NC1CCCCC1 | 4% | 13 | ? | 1% | -1% | 0 | 24% | -1% | ?
O=C(O)CC(C(=O)NC1CCCCC1)C1CCCO1 (stereo not drawn) | 1% | 37 | -3% | 46%[activator] | -2% | -4 | 0% | -2% | -3%
NC(=O)C1CCN(C(=O)c2cn(-c3ccccc3)nc2-c2cccnc2)CC1 | 0% | -2 | -1% | 2% | 0% | -2 | -1% | -7% | 13%
Cc1nnsc1C(=O)NC1CCCc2c1cnn2-c1ccccc1F (stereo not drawn) | -11% | 4 | -10% | 6% | ? | 0 | ? | ? | ?
O=C(CN1C(=O)NC2(CCc3ccccc32)C1=O)NCc1ccc(F)cc1 (stereo not drawn) | -5% | 9 | 7% | -6% | 3% | -16 | -3% | -1% | 1%
NS(=O)(=O)c1cccc(NC(=O)c2cccc(-c3ccc(O)cc3)c2)c1 | ? | 39 | -2% | -8% | -1% | -1 | -22% | ? | 30%
COc1ccc(S(=O)(=O)N2CCOCC2)cc1NC(=O)CN1CCN(C)CC1 | 2% | -13 | -287%[inhibitor] | 0% | -16% | 3 | -3% | 14% | 19%
CC1=NN(c2ccc(C)cc2)C(=O)/C1=C\c1ccc(Br)s1 | 9% | -1 | / | 3% | 6% | -1 | -27% | 7% | ?
Remaining list, next part
SMILES | HT1080 IDH1KD tx | IL-1B inflam inh | SW480 rereplic | HEK293 tox | MCF10A rereplic | D3 ag | KB-3-1 cytotox | HT1080-NT tox | KB-V1 MDR tox
COCCn1nnnc1CN1CCN(C(=O)c2ccco2)CC1 | 9% | 2 | -3% | -2% | ? | -4 | 0% | 16% | 21%
CCN(CC(=O)Nc1ccc(NC(C)=O)cc1)C(=O)CCCc1nc2ccccc2c(=O)[nH]1 | 7% | 21 | -7% | -1% | -2% | -2 | 5% | 4% | 6%
O=C(NCCC1=CCCCC1)C(=O)NCC(c1ccco1)N1CCN(c2ccccc2)CC1 (stereo not drawn) | 0% | 30 | ? | -5%[1.53 µM] | ? | -10 | -4% | 5% | ?
Cc1ccc(S(=O)(=O)N2CCCCC2)cc1NC(=O)CSCC(=O)O | 12% | 8 | -1% | 17% | 5% | -4 | 6% | 21% | 1%
COc1ccc(CN(CC2CCCO2)C(=O)CN2C(=O)C(C)Oc3ccc(C)cc32)cc1OC (stereo not drawn) | -5% | -8 | 1% | -25% | ? | 8 | -2% | -2% | ?
COc1cc(C(=O)Nc2cc(C)c(OCC(=O)N3CCOCC3)c(C)c2)cc(OC)c1OC | 1% | -18 | -1% | -11% | 27% | 7 | 7% | 17% | ?
COc1ccc(CNC(=O)CSc2nnc3c(n2)[nH]c2ccccc23)cc1 | 1% | 17 | -1% | -1% | -6% | -23 | 8% | 2% | -10%
CCN(CC)c1ccc(S(=O)(=O)N2CCCCC2)cc1NC(=O)C1CCC1 | 1% | -18 | -8% | -4% | 1% | 3 | -1% | 0% | ?
COc1ccccc1CC(=O)Nc1ccc(S(=O)(=O)N2CCOCC2)cc1 | 14% | 32 | 2% | 17% | ? | 0 | 5% | -4% | -6%
CCN(CC)CCOC(=O)c1cccc(OC)c1 | 16% | 18 | -3% | -2% | -2% | -6 | -2% | 21% | -5%
COC(=O)CSc1ccc2nnc(CCNS(=O)(=O)c3ccccc3)n2n1 | 11% | 4 | -6% | 6%&14% | 8% | 3&2 | -18%&10% | 15% | -11%&0%
COc1ccc(N(CC(=O)N/N=C/c2cccnc2)S(=O)(=O)c2ccc(C)cc2)cc1OC | 3% | i | 0% | -4% | -8% | 3 | -1% | 6% | 0%
COc1cc(/C=C(\C#N)C(=O)NCC2CCCO2)ccc1OCC(N)=O (stereo not drawn) | 20% | 2 | 2% | -1% | 0% | -43 | 20% | -4% | 0%
NS(=O)(=O)c1ccc(NC(=O)CSC2=NC(=O)C(c3ccccc3)C(=O)N2)cc1 (stereo not drawn) | -5% | -14 | -1% | -3% | -2% | -3 | 2% | -8% | 10%
O=C(NCc1ccccn1)Nc1ccc(Br)cc1Cl | -1% | ? | -2% | -14% | 0% | -10 | -1% | 2% | 1%
O=C(c1ccc2c(c1)OCO2)N1CCN(c2ccccn2)CC1 | 16% | 26 | -1% | -9% | 8% | 2 | 1% | 16% | 23%
C[C@H]1CN([C@@H](C)CO)C(=O)CCCn2nncc2CO[C@@H]1CN(C)C(=O)Cc1ccccc1 | -5% | 15 | / | 0% | / | -4 | 9% | -17% | -7%
CCOc1ccc(NCc2nnc(SCC(=O)Nc3nc(-c4ccccc4)cs3)n2-c2ccccc2)cc1 | -29% | -14 | / | 57%[activator] | ? | -4 | ? | -25% | -18%
Cc1ccc(OCC(=O)Nc2ccc(S(=O)(=O)Nc3ccccn3)cc2)cc1C | 8% | 19 | 1% | 7%[7.66 µM] | ? | 2 | 1% | 4% | 0%
Cn1cc(CCNC(=O)CC2C(=O)NCCN2Cc2cccc(Oc3ccccc3)c2)cn1 (stereo not drawn) | ? | -9 | 26µM* | 1% | ? | -6 | ? | -4% | -16%
O/N=C1/CCCCc2sccc21 | -21% | 8 | -1% | 7% | 13% | -3 | -8% | -4% | 21%
CCOC(=O)c1ccc(N2C(=O)c3n[nH]c(C)c3C2c2ccc(OC)cc2OC)cc1 (stereo not drawn) | -22% | -58* | 16% | -2% | ? | -1 | ? | -21% | ?
C=CC[n+]1c(-c2ccc(OCC)cc2)csc1NNC(=O)Nc1ccccc1 | ? | -22 | -6% | -24% | 5% | 7 | 18µM* | ? | 18µM*
C[C@]12C=CC(=O)C=C1CCC1C2CC[C@@]2(C)C1CCC21OCCO1 (stereo partly drawn) | -9% | 33 | -2% | 4% | ? | 9 | 0% | -17% | -8%
N#Cc1c(N)nc2c(c1N)CC(CO)O2 (stereo not drawn) | 0% | 14 | -5% | -7% | -5% | 4 | 5% | -2% | -25%
Cn1c(=O)n(C)c2cc(N3CCCC3)c(NC(=O)Nc3ccccc3)cc21 | / | / | / | -21% | / | 6 | -3% | / | -10%
Cc1ccc(SCCCn2cncn2)cc1 | 1% | 10 | ? | 11% | -2% | -3 | 4% | 0% | 4%
CC(=O)c1cccc(NC(=O)c2ccc(S(=O)(=O)N3CCCCC3)cc2)c1 | -5% | -26 | 13% | -3% | 17% | 4 | -15% | -2% | -17%
CN(C)S(=O)(=O)c1ccc(C(=O)OCC(=O)c2ccc(OC(F)F)cc2OC(F)F)cc1 | 13% | 0 | 15% | 3% | ? | -1 | 0% | -4% | -5%
O=C(NC1CCN(S(=O)(=O)c2cccc(F)c2)CC1)c1ccc(F)cc1 | 3% | 0 | 6% | -7% | -7% | -1 | 15% | -11% | 29%

Assay outcomes as filed in PubChem.
